PREPL inh: inhibitors of human prolyl oligopeptidase-like enzyme PREPL; inhibition, % at 5.96 µM; actives 0.68% (n = 320,000); recombinant PREPL, fluorescence polarization activity-based probe; Q4J6C6; in the data active means inhibition above about 43%;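 further: 0% = enzyme with DMSO and 100% = wells lacking enzyme; many of its hits are not listed in these tables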
Target sequence (Q4J6C6 whole entry, looked up): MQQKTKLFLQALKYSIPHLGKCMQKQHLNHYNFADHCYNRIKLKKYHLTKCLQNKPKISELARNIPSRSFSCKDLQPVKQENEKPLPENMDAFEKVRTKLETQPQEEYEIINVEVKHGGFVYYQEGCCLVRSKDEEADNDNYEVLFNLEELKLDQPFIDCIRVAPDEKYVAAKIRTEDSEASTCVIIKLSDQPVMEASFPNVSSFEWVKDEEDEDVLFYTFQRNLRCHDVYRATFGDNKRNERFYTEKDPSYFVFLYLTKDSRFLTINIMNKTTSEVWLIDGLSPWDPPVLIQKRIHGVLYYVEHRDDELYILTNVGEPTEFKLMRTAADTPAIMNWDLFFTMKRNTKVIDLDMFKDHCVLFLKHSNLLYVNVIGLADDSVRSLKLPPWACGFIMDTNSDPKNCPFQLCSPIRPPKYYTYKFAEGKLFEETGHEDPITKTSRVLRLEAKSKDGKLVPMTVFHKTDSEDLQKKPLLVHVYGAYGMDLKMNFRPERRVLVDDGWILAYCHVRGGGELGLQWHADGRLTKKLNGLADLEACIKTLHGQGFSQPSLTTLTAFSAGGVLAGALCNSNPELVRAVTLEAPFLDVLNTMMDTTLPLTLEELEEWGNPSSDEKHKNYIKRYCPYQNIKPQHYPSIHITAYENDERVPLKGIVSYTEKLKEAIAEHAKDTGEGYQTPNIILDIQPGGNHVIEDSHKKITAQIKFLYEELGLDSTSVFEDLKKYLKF
pPAFAH FP inh: pPAFAH (human) enzyme inhibition; Q13093; recombinant pPAFAH, FP-rhodamine probe fluorescence polarization; inhibition, % at 3.39 µM; actives 1.5% (n = 330,000);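 active means inhibition above the mean inhibition across the screen plus 3 SD, cut at about 25% in these data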;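 further: inhibitors block binding of the rhodamine activity-based probe so polarization drops; 0% = enzyme with DMSO and 100% = wells lacking pPAFAH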
PME-1 primary: PME-1 (human) inhibition; AID 2130; recombinant PME-1, FP-Rh probe fluorescence polarization; inhibition, % at 5.9 µM; actives 0.53% (n = 320,000);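 active means inhibition above the campaign mean of all compounds plus 3 SD, cut at about 26% in these data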;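 further: competitive labeling of PME-1 active site by serine hydrolase directed probe; 0% = PME-1 with DMSO and 100% = wells lacking PME-1 enzyme; inhibitors block probe labeling so polarization falls and inhibition rises; many of its hits are not listed in these tables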
PAFAH1B2 inh: inhibitors of human PAFAH1B2; P68402; recombinant PAFAH1B2, FP-rhodamine activity probe, fluorescence polarization; inhibition, % at 3.39 µM; actives 1.2% (n = 340,000);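 active means inhibition above the mean of all tested compounds plus 3 SD, cut at about 24% in these data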;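 further: 0% = enzyme with DMSO and 100% = wells lacking PAFAH1B2; many of its hits are not listed in these tables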
PAFAH1B3 inh: PAFAH1B3 (human) inhibition. Q15102. recombinant PAFAH1B3, FP-rhodamine probe, fluorescence polarization. inhibition, % at 3.39 µM. actives 0.28% (n = 340,000);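 active means inhibition above the screen-wide average of all tested compounds plus 3 SD, cut at about 25% in these data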;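 further: 0% = enzyme with DMSO only and 100% = wells lacking PAFAH1B3 protein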
GSTO1 counter: GSTO1 inhibition, counter-screen for RBBP9 inhibitors. P78417. recombinant GSTO1, activity-based probe fluorescence polarization. inhibition, % at 5.96 µM. actives 1.1% (n = 300,000). AID 1974;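 active means inhibition above the campaign mean inhibition plus 3 SD, cut at about 35% in these data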;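 further: 0% = GSTO1-1 with DMSO and 100% = wells lacking GSTO1-1 enzyme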
LYPLA2 inh: blocks human lysophospholipase 2, a PME1 counter-screen. recombinant LYPLA2, FP-Rh probe fluorescence polarization. inhibition, % at 5.9 µM. actives 0.38% (n = 320,000);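 active means inhibition above the screen-wide mean plus 3 SD, limit set per campaign, cut at about 26% in these data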;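 further: 0% = LYPLA2 with DMSO and 100% = wells lacking LYPLA2 enzyme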
LYPLA1 counter: counter-screen for PME1 inhibitors: inhibitors of human LYPLA1. recombinant LYPLA1, FP-Rh probe fluorescence polarization. actives 0.16% (n = 320,000). O75608. inhibition, % at 5.9 µM;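 active means inhibition above the mean of all tested compounds plus 3 SD, set per campaign, cut at about 14% in these data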;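 further: inhibitors block serine hydrolase probe labeling of LYPLA1 so polarization falls; 0% = enzyme with DMSO and 100% = wells lacking LYPLA1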
Target sequence (O75608 whole entry, looked up): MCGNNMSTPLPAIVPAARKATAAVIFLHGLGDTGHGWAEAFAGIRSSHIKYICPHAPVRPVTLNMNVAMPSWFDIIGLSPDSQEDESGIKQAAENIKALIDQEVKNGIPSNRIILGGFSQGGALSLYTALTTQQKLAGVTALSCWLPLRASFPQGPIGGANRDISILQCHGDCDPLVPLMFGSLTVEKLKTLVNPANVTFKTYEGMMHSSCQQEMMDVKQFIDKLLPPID
PAD4 inh: inhibitors of human PAD4; recombinant PAD4, RCA probe fluorescence polarization; inhibition, % at 6.36 µM; actives 0.41% (n = 330,000); AID 485272;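 active means percent inhibition above a cutoff equal to the mean of all tested compounds plus 3 SD, cut at about 15% in these data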;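 further: 0% = PAD4 with RCA probe and DMSO and 100% = probe without PAD4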
An asterisk follows results filed as active; / = no result given. Only part of the results is shown, so the mix of outcomes need not match the whole.

no.	mol	PREPL inh	pPAFAH FP inh	PME-1 primary	PAFAH1B2 inh	PAFAH1B3 inh
1	CCOC(=O)N1CCC(NS(=O)(=O)c2ccc3c(c2)CCN3C(C)=O)CC1	18	-3	1	7	2
2	CCCc1nnc(NC(=O)c2cccnc2)s1	-1	-4	4	/	/
3	CCOc1ccc(C(=O)Nc2ccccc2NC(C)=O)cc1OCC	-2	1	-1	1	6
4	CCOC(=O)c1ccc(S(=O)(=O)N2CCN(CC(O)COc3ccc(C#N)cc3)CC2)cc1 (configuration not stated)	11	-3	-2	1	-2
5	Cc1ccc(N2CC3=C(C2=O)C(c2ccccc2)NC(=O)N3C)cc1 (configuration not stated)	-5	3	2	-1	0
6	CC(=O)c1cnc(SCc2ccc(Cl)cc2)nc1C	13	4	2	13	10
7	CC(C)NC(=O)CSc1nnc2sc3ccccc3n12	4	1	-1	5	5
8	CNS(=O)(=O)c1cccc(C(=O)Nc2cccnc2)c1	-1	1	0	-2	2
9	Cc1ccc(S(=O)(=O)N2C(=O)CCC2C(=O)O/N=C(\N)c2ccccc2)cc1 (configuration not stated)	-3	6	10	8	-4
10	COc1cccc(C2NC(CC(C)C)(C(=O)O)C3C(=O)N(Cc4ccccc4)C(=O)C23)c1O (configuration not stated)	-10	2	-2	7	7
11	O=C(CCN1CCCCCC1)c1ccccc1	5	2	-3	5	8
12	CCn1c(=O)cc(OCC(=O)N2CCN(C(=O)c3ccco3)CC2)c2ccccc21	6	-5	0	-2	0

no.	GSTO1 counter	LYPLA2 inh	LYPLA1 counter	PAD4 inh
1	16	4	2	-3
2	2	3	1	3
3	-5	2	-3	-5
4	-3	0	-2	-2
5	8	-4	-2	1
6	6	11	-2	-3
7	2	-1	-2	7
8	-1	1	0	-5
9	-3	3	1	3
10	0	8	3	2
11	4	6	0	-3
12	4	2	2	-2

The list continues:
no.	mol	PREPL inh	pPAFAH FP inh	PME-1 primary	PAFAH1B2 inh	PAFAH1B3 inh
13	CCN(C(=O)CSc1nc2cc(C(=O)O)ccc2c(=O)n1Cc1ccccc1)c1ccccc1	5	-4	-4	9	-1
14	CCOc1nc(SCCOc2ccc(Cl)cc2Cl)nc(N(C)C)n1	3	-4	-15	3	8
15	O=C(NCC1CCCO1)C(=O)NCC1CCCN1S(=O)(=O)c1ccccc1 (configuration not stated)	-2	6	0	2	12
16	CCOC(=O)C(CC)(CCC(=O)O)c1csc(Nc2ccc(C)cc2)n1 (configuration not stated)	9	6	1	2	-2
17	Cc1ccccc1OCCC(=O)Nc1ccccc1C(=O)N1CCCCC1	12	-1	0	2	1
18	CCc1ccc(C(=O)N2CCN(c3ccc(NC(=O)c4cccnc4)cc3)CC2)cc1	21	3	2	2	-9
19	CCOC(=O)C(C(=O)Nc1nc2ccccc2s1)C1CCCCC1 (configuration not stated)	-6	0	-2	-3	2
20	CN(C)c1ccc(/C=N/NC(=O)C(=O)N2CCCCCC2)cc1	15	-1	-8	-3	-5
21	O=C(NCc1ccco1)c1cccc(F)c1	0	3	-4	5	6
22	Cn1cc(Cl)c(C(=O)NC(=S)Nc2sc3c(c2C#N)CCCCC3)n1	-9	0	6	11	-9
23	COc1ccc(OC)c(C(=O)COC(=O)c2ccccc2O)c1	-4	1	6	-1	4
24	COc1ccc(N/C(C)=C/C(=S)Nc2ccccc2)cc1	6	-3	-1	1	4

no.	GSTO1 counter	LYPLA2 inh	LYPLA1 counter	PAD4 inh
13	-1	-2	-3	-4
14	1	-10	-2	-1
15	8	-3	0	2
16	1	3	1	2
17	/	1	1	-2
18	-1	20	2	-6
19	-6	5	-2	-2
20	9	-8	-3	2
21	3	-2	-3	0
22	4	1	0	-1
23	9	10	1	4
24	1	-4	-1	-1

The listing continues:
no.	mol	PREPL inh	pPAFAH FP inh	PME-1 primary	PAFAH1B2 inh	PAFAH1B3 inh
25	CCC1OC23CCCCC2C(C#N)(C(=N)O3)C1(C#N)C#N (configuration not stated)	1	9	10	34*	33*
26	Cc1ccc2c(C)nc(Nc3nc(CSc4nc5ccccc5[nH]4)cc(=O)[nH]3)nc2c1	-6	-2	-17	-11	-26
27	COCc1ccc(C(=O)Nc2cccc(S(=O)(=O)N(C)c3ccccc3)c2)cc1	9	8	/	3	3
28	S=C1SCN(Cc2ccco2)CN1Cc1ccco1	-2	4	6	3	3
29	O=C(CSc1ccccc1)N1CCN(c2ccccn2)CC1	-18	7	-3	-2	3
30	O=C(N/N=C/c1ccccc1)C(O)c1ccccc1 (configuration not stated)	-11	2	1	5	1
31	COc1ncccc1-c1nnn(-c2ccc(Cl)nc2)n1	-1	3	3	-3	7
32	COc1ccccc1NS(=O)(=O)c1cccc(C(=O)NNC(=O)C(C)NC(=O)c2ccco2)c1 (configuration not stated)	4	0	/	4	3
33	Cc1ccc(S(=O)(=O)N(C)CC(=O)Nc2ccccc2N2CCCC2)cc1	5	5	14	9	-2
34	CN(C)c1ccc(NC(=O)c2cccc(C(=O)Nc3ccc(N(C)C)cc3)n2)cc1	72*	26*	-18	-1	8
35	O=C(NCC(=O)N(c1ccccc1F)C(C(=O)NCC1CCCO1)c1ccccc1)c1ccco1 (configuration not stated)	4	-2	-3	4	19
36	O=C(c1ccncc1)N1CCN(S(=O)(=O)c2cccc(C(F)(F)F)c2)CC1	-5	1	5	3	-2

no.	GSTO1 counter	LYPLA2 inh	LYPLA1 counter	PAD4 inh
25	6	13	9	8
26	-4	-21	-13	-2
27	/	/	/	-4
28	4	5	-4	5
29	4	-2	-2	1
30	0	4	3	1
31	2	6	4	-4
32	/	/	/	3
33	/	-2	0	1
34	11	2	7	3
35	3	-2	-5	-5
36	/	6	5	2

(list continues)
no.	mol	PREPL inh	pPAFAH FP inh	PME-1 primary	PAFAH1B2 inh	PAFAH1B3 inh
37	COc1ccc(O)c(C(=O)CC(=O)c2ccccc2)c1	-39	0	-1	/	/
38	Cc1cc(C(=O)COC(=O)C2=COCCO2)c(C)n1-c1ccccc1	19	11	/	7	11
39	O=C(Cc1cccs1)Nc1nc(-c2ccc(F)c(F)c2)cs1	-48	3	-3	11	3
40	Cc1ccc(C(=O)COc2ccc3ccc(=O)oc3c2)cc1	-7	0	-3	1	0
41	CN(CCO)c1nc2c(c(=O)n(Cc3ccc(Cl)cc3)c(=O)n2C)n1C	1	2	0	2	-1
42	COc1ccc2c(c1)NC(c1ccc(N(C)C)cc1)c1cccn1-2 (configuration not stated)	19	18	7	-1	3
43	CCOc1ccc(CN2C(=O)c3ccccc3C2=O)cc1C(=O)N1CCC(C(N)=O)CC1	7	-9	15	-1	0
44	Cc1ccccc1N(CC(=O)NCCSCc1ccccc1)S(C)(=O)=O	-2	8	2	3	-1
45	C/C(=N\N1C(C)CCCC1C)c1ccccc1O (configuration not stated)	15	0	-6	3	9
46	O=C(/C=C/c1ccc(F)cc1)N1CC[C@@]2(O)CCCC[C@H]2C1	10	2	0	4	4
47	O=C(Nc1nccs1)c1c(O)c2c([nH]c1=O)CCCC2	12	-2	7	3	0
48	Cc1ccc(C(=O)Nc2ccc(N3CCN(C(=O)c4cccs4)CC3)cc2)c(Cl)c1	10	12	-2	6	-2

no.	GSTO1 counter	LYPLA2 inh	LYPLA1 counter	PAD4 inh
37	-3	-10	-2	3
38	/	/	/	-2
39	-10	-18	-9	-4
40	-3	0	0	2
41	-5	6	0	-6
42	10	2	-4	1
43	5	-4	3	-5
44	-4	2	2	-1
45	2	6	0	3
46	-3	6	4	1
47	-3	1	0	-1
48	-9	47*	5	0

More results follow.
no.	mol	PREPL inh	pPAFAH FP inh	PME-1 primary	PAFAH1B2 inh	PAFAH1B3 inh
49	CC1CCCCN1C(=O)C12CCC(C)(/C(=N/O)C1)C2(C)C (configuration not stated)	4	1	4	1	0
50	COc1ccc(CCNC(=O)c2ccccc2C(=O)NCCc2ccc(OC)cc2)cc1	5	8	1	8	6
51	Cc1nc(-c2nc(-c3c(C(=O)NNC(=O)Nc4cccc(Cl)c4)noc3C)cs2)cs1	-27	1	0	/	/
52	CCCC(=O)Nc1nnc(SCC(=O)Nc2nc(C)cs2)s1	7	9	-15	-6	-9
53	Nc1nc(C(F)(F)F)cc(=O)[nH]1	-3	-1	-2	6	11
54	COc1cccc(C(=O)C2CN(c3ccccc3)CC2c2ccc(Cl)cc2)c1 (configuration not stated)	-4	-4	-1	4	10
55	Cc1ccc(NC(=O)CSc2nccn2Cc2ccco2)c(C)c1	2	4	11	5	4
56	CC1(C)NC(=O)N(CCCOc2ccc3c(c2)CCC3)C1=O	4	-3	0	0	4
57	Cc1ccccc1C(=O)/C=C1/SCC(=O)N1C	3	4	-1	9	0
58	CCN(CC)C(=O)C1CCCN(C/C=C/c2ccccc2)C1 (configuration not stated)	35	2	8	6	6
59	Cn1ncc(Cl)c1C(=O)Nc1ccc(CN2CCCCC2)cc1	-5	1	0	7	6
60	Cc1csc2nc(CNC(=O)CCC(=O)O)cn12	-2	1	-2	-1	10

no.	GSTO1 counter	LYPLA2 inh	LYPLA1 counter	PAD4 inh
49	0	1	1	-2
50	11	6	-1	0
51	-13	-6	-2	-1
52	-10	-21	-8	-3
53	4	0	-2	-2
54	-3	0	-2	2
55	0	7	1	-6
56	-10	-1	1	-1
57	4	-3	-3	1
58	6	-2	2	2
59	-5	2	1	-4
60	-1	-5	-2	0

Some of the entries so far, in transposed form:
49. CC1CCCCN1C(=O)C12CCC(C)(/C(=N/O)C1)C2(C)C (configuration not stated)
50. COc1ccc(CCNC(=O)c2ccccc2C(=O)NCCc2ccc(OC)cc2)cc1
51. Cc1nc(-c2nc(-c3c(C(=O)NNC(=O)Nc4cccc(Cl)c4)noc3C)cs2)cs1
52. CCCC(=O)Nc1nnc(SCC(=O)Nc2nc(C)cs2)s1
53. Nc1nc(C(F)(F)F)cc(=O)[nH]1
54. COc1cccc(C(=O)C2CN(c3ccccc3)CC2c2ccc(Cl)cc2)c1 (configuration not stated)
55. Cc1ccc(NC(=O)CSc2nccn2Cc2ccco2)c(C)c1
56. CC1(C)NC(=O)N(CCCOc2ccc3c(c2)CCC3)C1=O
57. Cc1ccccc1C(=O)/C=C1/SCC(=O)N1C

Screen / compound no.	49	50	51	52	53	54	55	56	57
PREPL inh	4	5	-27	7	-3	-4	2	4	3
pPAFAH FP inh	1	8	1	9	-1	-4	4	-3	4
PME-1 primary	4	1	0	-15	-2	-1	11	0	-1
PAFAH1B2 inh	1	8	/	-6	6	4	5	0	9
PAFAH1B3 inh	0	6	/	-9	11	10	4	4	0
GSTO1 counter	0	11	-13	-10	4	-3	0	-10	4
LYPLA2 inh	1	6	-6	-21	0	0	7	-1	-3
LYPLA1 counter	1	-1	-2	-8	-2	-2	1	1	-3
PAD4 inh	-2	0	-1	-3	-2	2	-6	-1	1

(list continues)
no.	mol	PREPL inh	pPAFAH FP inh	PME-1 primary	PAFAH1B2 inh	PAFAH1B3 inh
61	Cc1cccc(/C(N)=N/OC(=O)c2cccs2)c1	-5	4	-2	4	-2
62	COc1ccc(SCC(=O)Nc2ccc(N3CCN(C)CC3)c(F)c2)cc1	20	1	8	4	8
63	CCCCCCCCS(=O)C1CS(=O)(=O)CC1O (configuration not stated)	-7	-1	-2	3	11
64	NS(=O)(=O)c1ccc(CCNCc2ccccc2OCc2ccc(F)cc2)cc1	-78	1	-1	-5	5

no.	GSTO1 counter	LYPLA2 inh	LYPLA1 counter	PAD4 inh
61	8	10	2	-7
62	9	5	3	1
63	3	1	0	3
64	-1	-2	-4	-2

Source: PubChem (The Scripps Research Institute Molecular Screening Center)
